RNase H inhibition: RNase H inhibition, HIV 1 Gag Pol polyprotein, FRET biochemical assay, screening (AID 372); 100,000 compounds, 0.77% hits; inhibition, % at 10 µM; hits with a dose series show IC50 in µM; HIV-1 RT RNase H, FRET RNA/DNA substrate fluorescence; higher % means a stronger effect; in the data active = inhibition above about 50%
* marks the source's active call; other numbers are inactive results. A portion of the library; the hit share may differ from the screen's.

The first 2 records as a preview:
smiles,RNase H inhibition
CC(=O)c1cccc(NC(=O)c2cc(Cl)ccc2[N+](=O)[O-])c1,3%
CC1=C(C(=O)OC(C)C)C(c2cccc(Br)c2)C2=C(CC(C)(C)CC2=O)N1 (stereo unspecified),9%

Main list, previewed entries included:
smiles,RNase H inhibition
CC(=O)c1cccc(NC(=O)c2cc(Cl)ccc2[N+](=O)[O-])c1,3%
CC1=C(C(=O)OC(C)C)C(c2cccc(Br)c2)C2=C(CC(C)(C)CC2=O)N1 (stereo unspecified),9%
Cc1cnc2cc(Cl)c(Cl)cc2n1,13%
COc1ccc(OC)c(/C=C/C(=O)Nc2ccc(N(C)C)cc2)c1,18%
O=C(O)C(Cc1ccccc1)N1C(=O)/C(=C/c2cccc(Br)c2)SC1=S (stereo unspecified),0%
Cc1cccc(C(=O)N/N=C/c2ccccc2[N+](=O)[O-])c1,6%
COc1ccc(CC(=O)Nc2ccccc2NC(C)=O)cc1OC,0%
CN1C(=O)/C(=C/c2ccc(-c3ccc(S(N)(=O)=O)cc3)o2)SC1=S,29%
N#Cc1ccc(NC(=O)/C=C/c2ccccc2)cc1,1%
Cc1ccc(S(=O)(=O)Nc2c(-c3ccccc3)c3cc(Br)ccc3[nH]c2=O)cc1,13%
CCc1ccc(CN2CCN(C(=O)c3ccc(F)cc3)CC2)cc1,7%
CCOc1ccc(CN2CCC(N3CCCCC3)CC2)cc1,6%
N#CCC(=O)N/N=C/c1cn(CC(=O)Nc2ccc(F)cc2)c2ccccc12,15%
CC(=O)Nc1ccc(Nc2nc(-c3ccccc3)cs2)cc1,5%
O=C(CN(c1ccccc1)S(=O)(=O)c1ccccc1[N+](=O)[O-])Nc1cccc(Cl)c1,3%
CCn1c2ccccc2c2cc(NS(=O)(=O)c3ccc(C(C)(C)C)cc3)ccc21,21%
COc1ccc(/C=C(/C#N)C(N)=O)c2ccccc12,13%
Cc1c(Cl)cccc1NC(=O)C(=O)N1CCN(C)CC1,4%
O=C(COc1ccccc1)Nc1nc(-c2ccc3c(c2)Cc2ccccc2-3)cs1,31%
Cc1cc(C(=O)N/N=C/c2cc(Br)c(O)c(Br)c2O)n[nH]1,10%
CCCOc1ccc(N2C(=O)CC(N3CCN(Cc4ccccc4)CC3)C2=O)cc1 (stereo unspecified),0%
CCOC(=O)c1ccccc1NC(=O)CN(c1ccc(C)cc1)S(=O)(=O)c1ccc(OCC)cc1,0%
O=C1CC(c2ccccc2)CC(O)=C1C(C1=C(O)CC(c2ccccc2)CC1=O)c1ccc(O)c(O)c1 (stereo unspecified),28%
COc1ccc2c(c1)CCC1C2=NN(C(C)=O)C1c1ccccc1F (stereo unspecified),13%
COc1ccc(OC)c(/C=C/C(=O)c2ccc(F)cc2)c1,14%
COc1ccc(/C=N/Nc2ncc(Br)cn2)c(OC)c1,15%
COc1ccc(/C=C2\SC(=S)N(c3cccc(OC)c3)C2=O)cc1,0%
C#CCOc1ccc(C=O)cc1Br,13%
O=C(CCCN1C(=O)c2cccc3cccc(c23)C1=O)NCc1cccnc1,36%
O=C(c1cccc2ccccc12)N1CCN(Cc2ccc(Br)cc2)CC1,9%
Cc1ccc(C)c(NC(=O)C(=O)NN=C2CCCCCC2)c1,0%
COc1ccc(NC(=O)/C(C#N)=C\c2cc3c(cc2[N+](=O)[O-])OCO3)cc1,6%
COc1ccc(-n2c(C)nc(N)c2C(=O)c2ccccc2)cc1,17%
O=C(Nc1ccc([N+](=O)[O-])c(NC(=O)c2ccco2)c1)c1ccco1,17%
Nc1nc2ccccc2n1CCOc1ccc(F)cc1,5%
CCCCC1CCC(C(=O)Nc2ncccn2)CC1 (stereo unspecified),10%
COc1ccc(C2NC(=S)NC(C)=C2C(=O)Nc2ccc(C)cc2)cc1OC (stereo unspecified),9%
NCCSc1nc2ccccc2s1,0%
Cc1cc(C=C2C(=O)N(C)C(=O)N(C)C2=O)c(C)n1-c1ccc([N+](=O)[O-])cc1,7%
CCOC(=O)COc1ccc(/C=c2/sc3nc4ccccc4n3c2=O)cc1OCC,11%
O=[N+]([O-])c1ccc(CN2CCN(S(=O)(=O)c3ccc(Cl)cc3)CC2)cc1,9%
CNC(=S)N/N=C/c1cc(Cl)ccc1OS(=O)(=O)c1ccc(C)cc1,8%
COc1ccc(CNC(=O)C(=O)Nc2ccc(Br)cc2)cc1,7%
COc1ccccc1/C=C1/SC(=O)N(CN2CC(C)OC(C)C2)C1=O (stereo unspecified),19%
O=C(COc1cccc(Cl)c1)N/N=C/c1cc(Br)cc(I)c1O,6%
COc1ccc(S(=O)(=O)N/N=C(/C)c2ccc(Cl)cc2)cc1,6%
CCC(=NCCCn1ccnc1)c1c(C(F)(F)F)[nH]n(-c2nc3ccccc3s2)c1=O,6%
CC(C)NC(=O)CN(Cc1ccccc1)S(=O)(=O)c1ccccc1,0%
CC1(C)CC(=O)C(/C=N/C(N)=O)=C(O)C1,5%
O=C1C=C(NCc2ccco2)C2(CCCCC2)O1,0%
COc1ccccc1OCCCCNC(C)(C)C,10%
COc1cccc(/C=C2\SC(=S)N(NC(=O)c3ccncc3)C2=O)c1,19%
Cc1c(C(=O)OC(C)C)sc(NC(=O)c2ccc([N+](=O)[O-])cc2Cl)c1C(=O)OC(C)C,0%
O=C(Nc1ccccc1I)c1cccc([N+](=O)[O-])c1,0%
CC(C)CC(NC(N)=O)c1ccccc1 (stereo unspecified),12%
Cc1n[nH]c(=S)n(/N=C/c2ccco2)c1=O,10%
Cc1noc(NS(=O)(=O)c2ccc(NC(=O)CCCOc3ccccc3)cc2)c1C,1%
COc1ccc(NC(=S)NC(=O)c2ccccc2[N+](=O)[O-])cc1Cl,15%
N#Cc1c(/N=C/c2ccc(Cl)cc2)sc2c1CCCC2,29%
O=C(c1ccc([N+](=O)[O-])cc1)N1CCN(Cc2ccccn2)CC1,0%

More structures.
smiles,RNase H inhibition
COc1cc(C=O)ccc1OCCCCOc1c(C)cc(C)cc1Br,31%
CON1C(=O)C(=O)N(OC)C2CCCCC21 (stereo unspecified),0%
O=C1C2C(C(=O)N1/N=C/c1ccc(-c3ccc([N+](=O)[O-])cc3)o1)C1C=CC2C12CC2 (stereo unspecified),8%
O=C(NC(NCc1ccco1)C(Cl)(Cl)Cl)c1ccc(Br)cc1 (stereo unspecified),7%
CN(C)c1ccc(/C=C(\C#N)c2nc(-c3ccc4c(c3)OCO4)cs2)cc1,16%
COc1ccc(CNCCC(c2ccc(OC)cc2)C2CCOC(C)(C)C2)cc1 (stereo unspecified),6%
O=S(=O)(Nc1ccc(F)cc1)c1ccc2ccccc2c1,8%
O=C(N/N=C/c1ccc(O)cc1O)c1ccccc1O,3%
Cc1ccc(C2N(c3ccccc3)C(=O)N3CCCN23)cc1 (stereo unspecified),11%
COc1cc2ccccc2cc1C(=O)NC(=S)Nc1ccc2nn(-c3ccccc3)nc2c1,17%
COC(=O)c1ccccc1NS(=O)(=O)c1cccs1,42%
C=CCN1C(=O)NC(=O)/C(=C/c2ccc(OCc3ccccc3F)cc2)C1=O,9%
C/C(=C1/SC(N2CCOCC2)=NC1=O)c1ccc(Br)cc1,16%
Cc1cccc2sc(NC(=O)/C=C\C(=O)O)nc12,2%
C/C(=N\NC(=O)c1cccc(Cl)c1)c1ccccc1O,13%
COc1ccc([N+](=O)[O-])cc1-c1ccc(C=C2C(=O)N(C)C(=S)N(C)C2=O)o1,14%
O=C(Nc1ccc(F)c([N+](=O)[O-])c1)c1cc(I)ccc1Cl,6%
Cc1cccc(OCCOCCN2CCC(C)CC2)c1,0%
CCOC(=O)c1ccc(NC(=O)/C=C/c2ccc(OC)cc2)cc1,9%
O=C(Nc1ccc2oc(-c3cccc(Cl)c3Cl)nc2c1)c1ccc(Br)o1,33%
O=C(Nc1ccc(Br)cc1)NC(c1ccccc1)c1ccccc1,6%
COC(=O)c1cc(NC(=O)c2sc3cc(C)ccc3c2Cl)cc(C(=O)OC)c1,4%
CC(c1nc2ccccc2o1)N1C(=O)c2ccccc2C1=O (stereo unspecified),7%
O=C(O[C@H]1CCN(C(=O)c2ccccc2)[C@@H]2CCCC[C@H]12)c1ccccc1,10%
CS(=O)(=O)Nc1nnc(SCC(=O)Nc2cccc([N+](=O)[O-])c2)s1,8%
CC(=O)Nc1ccc(S(=O)(=O)Nc2ccc(S(=O)(=O)Nc3nccc(C)n3)cc2)cc1,0%
CCOC(=O)C(C(=O)OCC)C(CC(=O)c1ccccc1)c1ccccc1 (stereo unspecified),13%
NS(=O)(=O)c1ccc2c(c1)C1C=CCC1C(c1ccc(Br)cc1)N2 (stereo unspecified),30%
Cc1cc(I)ccc1NC(=O)/C=C/c1ccccc1,9%
O=C(CCCN1C(=O)c2cccc3cccc(c23)C1=O)OCc1ccc2c(c1)OCO2,31%

Among those listed so far, these contain an NH in an aromatic ring.
smiles,RNase H inhibition
Cc1ccc(S(=O)(=O)Nc2c(-c3ccccc3)c3cc(Br)ccc3[nH]c2=O)cc1,13%
Cc1cc(C(=O)N/N=C/c2cc(Br)c(O)c(Br)c2O)n[nH]1,10%
CCC(=NCCCn1ccnc1)c1c(C(F)(F)F)[nH]n(-c2nc3ccccc3s2)c1=O,6%
Cc1n[nH]c(=S)n(/N=C/c2ccco2)c1=O,10%

The list continues.
smiles,RNase H inhibition
CCOc1ccccc1C(=O)Nc1ccc(F)c(F)c1,11%
CS(=O)(=O)N(Cc1ccc(C(=O)N2CCCCCC2)cc1)c1ccccc1,0%
O=C1C(Cl)=C(Nc2ccc(Cc3ccc(NC4=C(Cl)C(=O)c5ccccc5C4=O)cc3)cc2)C(=O)c2ccccc21,6%
Brc1ccc(-c2[nH]c(-c3c[nH]c4ccccc34)nc2-c2ccccc2)cc1,13%
COCCNC(=S)Nc1ccc(Cl)c(Cl)c1,7%
CCSc1nc(O)c(C(C)CC)c(=O)[nH]1 (stereo unspecified),9%
CC(C)=CCCC(C)NC(=O)NC1CCCCC1 (stereo unspecified),17%
Cc1ccc(-c2cc(C(=O)N3CCN(c4cccc(Cl)c4)CC3)c3ccccc3n2)c(C)c1,7%
Cc1ccc(/C(O)=C/c2nc3ccc(C)cc3oc2=O)cc1,1%
CC(=O)c1cccc(Nc2nc(-c3ccccc3)cs2)c1,16%
Cc1cc(NC(=O)c2cc3n(n2)C(C(F)(F)F)CC(c2ccc(Cl)c(Cl)c2)N3)no1 (stereo unspecified),14%
O=C(c1ccc2c(c1)OCO2)N1CCN(Cc2ccccc2)CC1,3%
CCOC(=O)c1c(C)sc(Sc2ccc(Cl)cc2[N+](=O)[O-])c1OC(C)=O,25%
NS(=O)(=O)c1cccc(NC(=O)c2ccc(-c3ccccc3)cc2)c1,6%
CCCCOC(=O)c1ccc(NC(=O)COc2ccccc2Br)cc1,15%
Cc1ccc(OCC(=O)NCc2ccccc2Cl)c(C)c1,27%
COc1cccc(CN2CCN(C(=O)c3ccc(F)cc3)CC2)c1OC,0%
COc1ccc(CNc2cccc(C)c2)cc1OC,8%
O=C(/C=C\c1ccco1)Nc1cc([N+](=O)[O-])ccc1F,2%
O=C(Nc1ccccc1Cl)c1ccc(S(=O)(=O)N2CCOCC2)cc1,6%
O=C1CCCCC1Oc1ccc2c(-c3ccccc3)cc(=O)oc2c1 (stereo unspecified),27%
CCOc1ccccc1NC(=O)c1c(NC(=O)c2ccccc2Br)sc2c1CCC2,7%
COc1cccc(NC(=O)c2ccc(CN(c3ccccc3)S(C)(=O)=O)cc2)c1,10%
Cc1ccc(-c2nc3ccc(Cl)cc3o2)cc1NC(=O)c1ccccc1F,13%
CCCN(CCO)Cc1ccc(F)cc1,6%
CC(=O)Nc1cccc(N2CCCC2=O)c1,5%
COc1cccc(C(=O)N2CCN(Cc3ccc(OC)c(Br)c3)CC2)c1,7%
Cc1cccc(C)c1Nc1ccc(Nc2c(C)cccc2C)c2c1C(=O)c1ccccc1C2=O,13%
CCCOC(=O)C1=C(C)NC2=C(C(=O)CC(c3ccc(OC)cc3)C2)C1c1cc(Br)c(O)c(OC)c1 (stereo unspecified),36%
CN(C)c1ccc(/C=C2/C(=O)NC(=O)N(c3ccccc3)C2=O)cc1,10%

Part of the list above in a different format:
> O=C(COc1cccc(Cl)c1)N/N=C/c1cc(Br)cc(I)c1O
  RNase H inhibition = 6%
> COc1ccc(S(=O)(=O)N/N=C(/C)c2ccc(Cl)cc2)cc1
  RNase H inhibition = 6%

Other compounds follow:
smiles,RNase H inhibition
CCn1c(-c2cc(Cl)ccc2OC)n[nH]c1=S,0%
O=C(Cn1nnc(-c2ccccc2)n1)N/N=C/c1cn(Cc2ccccc2)c2ccccc12,7%
COC(=O)C1=C(C(=O)OC)SC(=C2C(=S)C(C)(C)N(C(=O)c3ccc([N+](=O)[O-])cc3)c3cc(OC)ccc32)S1,20%
CC(=O)N(c1ccc(Cl)cc1)C1SC(=O)N(c2ccc(C)cc2)C1=O (stereo unspecified),1%
COc1ccc(/C=C2\C=C(c3ccc(Br)cc3)OC2=O)c(C)c1,11%
Cn1c(=O)c(C(=O)Nc2ncccn2)c(O)c2ccccc21,0%
Cc1ccc(Nc2cc(N3CCN(c4ccccc4Cl)CC3)c([N+](=O)[O-])cc2[N+](=O)[O-])cc1C,3%
COc1cccc(OCCOCCOc2ccc(C=O)cc2OC)c1,11%

Screening results: PubChem, MTDP
